Compound activity deposited in PubChem BioAssay by several laboratories.
TDP2 inh – blocks human TDP2 phosphodiesterase activity; inhibition, % at 12.8 µM; O95551; recombinant TDP2, T5PNP hydrolysis, p-nitrophenol absorbance 415 nm; 0.34% of 370,000 active;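 active = inhibition above the mean of all tested compounds plus 3 SD, set per campaign, cut at about 25% in these data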;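 also: 0% = DMSO with enzyme and 100% = buffer with substrate but no TDP2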
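Read-out basis: percent inhibition. System: recombinant human TDP2. Buffer or medium: Mg2+-containing Tris-HCl buffer, pH 7.5. Repeats: single replicate. Timing: reaction 2 h, 37 °C. Benchmarks: high control without enzyme, low control DMSO plus TDP2. Probe or stimulus: 5 mM T5PNP. Doses: 12.8 µM only. Measured by: epi absorbance of p-nitrophenol freed from T5PNP by hydrolysis.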
HTRA1 inh – HTRA1 (human) protease inhibition; Q92743; recombinant HTRA1, FP-rhodamine activity-based probe, fluorescence polarization; inhibition, % at 5.96 µM; 0.5% of 340,000 active; AID 504803; in the data active = inhibition above about 36%;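 also: 0% = enzyme with DMSO and 100% = wells lacking enzyme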
TCR CD3 inh – inhibitors of human TCR-CD3 interaction | 0.37% of 360,000 active | TAMRA-labeled TCR probe fluorescence, biochemical | AID 651800 | inhibition, % at 9.4 µM; in the data active = inhibition above about 19%;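 also: recombinant mutant TCR 2C K166C tagged with TAMRA read by polarization; 0% = receptor in buffer alone and 100% = receptor with positive control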
Rev-erbA mod – modulates human Rev-erb alpha binding to DNA. Rev-erbα–FITC-DNA binding, fluorescence polarization, 90 min. AID 1259318. 0.79% of 370,000 active. activity, % at 10 µM. P20393;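 active = activity above about 14%, limit read from the data; passing the limit was not always enough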;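 also: 0% = DMSO wells with 35 nM protein and 100% = DMSO wells with 750 nM protein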
SIAE primary – blocks human sialic acid acetylesterase; AID 1053197; inhibition, % at 9.66 µM; Q9HAT2; 0.69% of 370,000 active; SIAE FP-Rh probe binding, fluorescence polarization;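 active = inhibition above a cutoff: mean of compounds within the control limits plus 3 SD of those, cut at about 17% in these data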;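 also: 0% = plate median of compound wells and 100% = probe without SIAE protein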
Target sequence (Q9HAT2 whole entry, looked up): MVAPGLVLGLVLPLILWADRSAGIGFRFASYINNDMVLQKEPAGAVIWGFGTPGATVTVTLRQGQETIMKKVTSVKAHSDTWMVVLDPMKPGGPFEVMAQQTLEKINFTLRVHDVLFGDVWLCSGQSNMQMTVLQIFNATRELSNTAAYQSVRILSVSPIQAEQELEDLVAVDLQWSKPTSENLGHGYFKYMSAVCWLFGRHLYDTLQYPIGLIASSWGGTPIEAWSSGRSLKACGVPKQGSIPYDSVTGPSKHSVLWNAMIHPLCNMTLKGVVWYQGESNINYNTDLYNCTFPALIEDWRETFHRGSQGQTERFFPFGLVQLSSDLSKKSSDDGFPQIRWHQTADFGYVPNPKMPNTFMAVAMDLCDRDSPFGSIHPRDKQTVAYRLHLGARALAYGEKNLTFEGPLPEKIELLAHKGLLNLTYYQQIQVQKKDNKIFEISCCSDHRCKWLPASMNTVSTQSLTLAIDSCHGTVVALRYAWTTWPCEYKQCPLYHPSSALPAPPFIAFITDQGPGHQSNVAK
PRMT1 inh – inhibitors of human PRMT1; recombinant PRMT1, activity-based probe fluorescence polarization; 1.3% of 370,000 active; AID 652257; inhibition, % at 2.79 µM;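 active = inhibition above about 21% made by adding two undisclosed values, limit read from the data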
rCAG RNA binder – molecules binding r(CAG) RNA repeats; r(CAG) RNA repeat, TO-PRO-1 dye displacement fluorescence; inhibition, % at 3 µM; 1.3% of 370,000 active;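 active = inhibition above the plate cutoff, the mean of all test compounds on that plate plus 3 SD, cut at about 35% in these data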;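 also: 0% = DMSO alone and 100% = 100 µM mitoxantrone as full dye displacement; higher means more dye released from RNA so lower well fluorescence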
PG9 Ab binder – binds the HIV-1 gp120 antibody PG9. 0.43% of 360,000 active. TR-FRET gp120-PG9 antibody binding. AID 624416. inhibition, % at 6.7 µM; in the data active = inhibition above about 8.5%
mABHD4 FP – inhibitors of mouse ABHD4. purified mABHD4, FP-Rh probe fluorescence polarization. inhibition, % at 8.92 µM. 0.54% of 370,000 active. AID 720543;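 active = inhibition exceeding the mean over every tested compound plus 3 SD, cut at about 30% in these data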;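 also: 0% = plate median of compound wells and 100% = S159A mutant with DMSO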
Target sequence (Q8VD66 whole entry, looked up): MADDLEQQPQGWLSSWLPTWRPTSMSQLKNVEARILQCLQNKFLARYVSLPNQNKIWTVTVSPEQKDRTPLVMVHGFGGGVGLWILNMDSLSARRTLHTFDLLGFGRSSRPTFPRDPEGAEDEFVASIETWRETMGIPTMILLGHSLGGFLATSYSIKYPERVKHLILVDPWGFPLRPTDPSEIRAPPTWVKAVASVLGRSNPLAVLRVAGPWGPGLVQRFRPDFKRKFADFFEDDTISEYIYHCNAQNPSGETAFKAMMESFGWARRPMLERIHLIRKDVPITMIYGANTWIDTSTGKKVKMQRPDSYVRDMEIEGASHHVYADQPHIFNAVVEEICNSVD
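Assay system: wild-type mouse ABHD4 protein; compound: single nominal dose of 8.92 µM, 0.89% DMSO final; schedule: 45 min + 60 min at 25 °C; measured by: FP readout, ex 525 nm / em 598 nm; evaluation: % inhibition of FP-Rh probe binding versus controls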
LEDGF integ inh – blocks HIV-1 LEDGF/p75-dependent DNA integration | TR-FRET IN-LEDGF/p75 DNA integration, Eu/Cy5 | inhibition, % at 3.7 µM | 0.64% of 370,000 active | AID 743269;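 active = inhibition above the screen-wide mean plus 3 SD, cut at about 13% in these data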;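 also: signal is the Cy5 over europium emission ratio at 671 and 618 nm; 0% = plate median of compound wells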
* = called active by the depositor; / = not tested or not shown. These rows are one share of the data, so the mix of outcomes need not match the whole.

Screens in order – TDP2 inh	HTRA1 inh	TCR CD3 inh	Rev-erbA mod	SIAE primary	PRMT1 inh	rCAG RNA binder	PG9 Ab binder	mABHD4 FP	LEDGF integ inh
> COC(=O)C1=NN(C(C)=O)C2(CC(=O)N(c3cc(C)cc(C)c3)C2=O)C1 (configuration not stated)
 : 14	2	2	2	6	0	-2	-1.1	4	0
> CCOC(=O)c1cc(-c2cccc([N+](=O)[O-])c2)on1
 : 4	-1	3	2	-3	1	-3	-0.8	4	-5
> Cc1cccc(/C=N\NC(=O)c2sccc2-n2cccc2)c1
 : 1	-5	-2	5	-6	3	2	0.4	6	-5
> COc1ccc(CCNC(=O)COC(=O)c2cc(Cl)nc(Cl)c2)cc1
 : 5	-21	1	-2	2	3	0	1.0	0	-4
> CC(=O)c1c(C)[nH]c(C(=O)NCCc2ccccc2)c1C
 : 7	-2	-4	-2	0	-1	-3	-0.6	-3	1
> C=CC[C@@H](CC(=O)N(CCO)Cc1ccccc1)C(=O)N[C@H](COC(=O)[C@@H](CC=C)CC(=O)OC(C)(C)C)c1ccccc1
 : -16	-21	-2	-3	4	4	-1	-1.0	-5	0
> CC(=O)c1ccc(NC(=O)CSc2nnc(-c3ccco3)o2)cc1
 : 7	10	3	-1	-1	-4	-1	-3.8	1	-2
> Cc1ccc(C)c(-c2ccc(=O)n(Cc3ccc(F)cc3Cl)n2)c1
 : -8	-49	-9	2	-8	6	10	0.7	-11	-4
> CCOC(=O)c1cc2c(=O)n3ccccc3nc2n(CCOC)c1=NC(=O)c1c(-c2c(F)cccc2Cl)noc1C
 : 2	-3	4	2	-5	4	0	0.5	2	-3
> CSc1cccc(NC(=O)C2CCN(S(C)(=O)=O)CC2)c1
 : -6	3	0	-3	-3	4	-2	-0.1	-2	6
> COc1ccc(-c2nnc(SCC(=O)NN=C(C)c3cccc4ccccc34)n2-c2ccccc2)cc1
 : -4	/	/	11	8	-2	5	/	-9	-3
> O=C(COC(=O)c1ccccc1[N+](=O)[O-])Nc1nnc(-c2ccccc2)o1
 : 4	-1	-4	3	8	3	15	-0.1	10	-3
> CN(C)CCN(C(=O)C1CCCCC1)c1nc2cc3c(cc2s1)OCCO3
 : -6	0	-5	-1	-2	4	1	-0.6	1	-3
> COc1cc(Cl)ccc1OCc1cc(C(=O)N2C[C@H]3CC[C@H]2C3)no1
 : 5	-2	4	-8	12	1	-5	0.2	-2	0
> COC(=O)C[C@@H]1C=C[C@@H](NS(=O)(=O)c2cccc(OC)c2)[C@@H](CO)O1
 : -1	/	3	-1	3	-1	2	3.7	12	-3
> CC1CN(S(=O)(=O)c2ccccc2)C(C)N1C(=O)N1CCOCC1 (configuration not stated)
 : -9	3	-10	-4	4	-5	1	0.1	-5	1
> CSCCC(NC(=O)c1ccc([N+](=O)[O-])cc1Cl)C(=O)OC(C)C(=O)NCc1ccco1 (configuration not stated)
 : -1	8	6	2	4	4	-1	1.2	3	1
> CC(NC(=O)CSc1ncn[nH]1)c1ccc(Cl)cc1Cl (configuration not stated)
 : 3	-7	3	4	-2	-2	-1	2.3	2	3
> CC(=O)Nc1cc(C(=O)O)ccc1S(=O)(=O)c1ccc(C)cc1
 : 3	-2	8	1	13	1	4	-2.5	2	-6
> COC(=O)Nc1nnc(COc2cccc(C)c2)s1
 : 3	-1	0	1	-1	1	1	0.9	-2	-5
> Cc1cc(C)c(NC(=O)CS(=O)CC(=O)N2CCN(c3ccccc3)CC2)c(C)c1 (configuration not stated)
 : 4	3	-2	-5	-2	-2	-7	0.6	5	-3
> COC(=O)c1c(NC(=O)C2Cc3ccccc3C(=O)O2)sc2c1CCCC2 (configuration not stated)
 : 7	0	4	50*	-4	-1	3	-0.3	-7	1
> CNC(=O)/C(C#N)=C/c1ccc(-c2ccccc2[N+](=O)[O-])o1
 : 3	-4	5	3	-1	2	2	-4.8	-2	6
> Cn1c(=O)cc(Nc2ccccc2)c2c(=O)n(-c3ccccc3)c(=O)n(-c3ccccc3)c21
 : -17	-27	-2	5	-3	2	-2	2.1	-6	-2
> O=C1CCC(C(=O)N2CCCC2)CN1CCc1cccc(F)c1 (configuration not stated)
 : -11	8	-2	2	5	1	-3	-0.3	7	-5
> Cc1ccc(C)c(NC(=O)COc2coc(CN3CCc4ccccc43)cc2=O)c1
 : 9	0	4	-9	6	-2	1	-1.2	3	2
> CCc1nc2c(OCCc3cccc(OC)c3)cccn2c1N(C)C(=O)c1ccc(OC)cc1
 : -6	/	-9	-11	5	2	4	0.4	-2	-2
> Cc1ccccc1CC(=O)NCC1CCCCC1
 : -4	9	-3	0	-4	0	-5	0.3	-4	6
> O=C(NCCC(=O)N1CCN(c2cccc(Cl)c2)CC1)c1ccc(Br)cc1
 : -3	1	-4	1	-4	-2	1	-2.5	3	0
> COc1ccc(C(=O)NC2CC2)cc1OC1CCN(Cc2cnn(C)c2C)CC1
 : -1	2	2	6	-2	2	-4	0.6	2	1
> CC(=O)Nc1cccc(NC(=O)c2cccc(OCc3ccccc3)c2)c1
 : -10	-56	-2	2	-16	3	5	0.2	-17	-3
> O=C(N/N=C1\CCSC1)c1cc(Cl)ccc1O
 : 5	34	12	3	8	1	10	-2.5	11	2
> CCCn1c(SCC(=O)NC(C)c2ccccc2)n[nH]c1=O (configuration not stated)
 : 8	3	-1	-3	2	-1	-1	-0.4	-1	2
> CC(C)c1nnc(NC(=O)C2c3ccccc3Oc3ccccc32)s1
 : -2	-8	2	2	-1	5	3	1.6	3	3
> O=C(Nc1ccccc1)c1c(F)c(F)c(F)c(F)c1F
 : 3	-7	9	2	-1	0	1	-1.6	3	0
> C/C(=N\NC(=O)COc1cc(C)cc(C)c1)c1ccc(N2CCOCC2)cc1
 : -9	-3	1	3	-1	3	0	-1.9	13	-6
> CCn1ncc(Br)c1C(=O)Nc1c(C)nn(Cc2c(F)c(F)c(F)c(F)c2F)c1C
 : -6	-2	-6	-2	-3	-4	-6	-1.1	-3	5
> Cc1ccc(S(=O)(=O)N2CCOCC2)c(C)c1-n1cnnn1
 : 13	-4	6	1	2	0	-2	-0.5	-1	-1
> Cc1ccc(-n2nc(C(=O)NN)c(C)c(C#N)c2=O)cc1Cl
 : 18	2	10	3	2	2	17	-1.7	2	-1
> CC(=O)Nc1nc(C=C(Cl)Cl)cs1
 : 2	2	3	2	7	9	5	-1.1	8	-2
> COCCN(C(=O)COC(=O)c1ccccc1Nc1ccccc1)c1c(N)n(Cc2ccccc2)c(=O)[nH]c1=O
 : -7	-22	-12	1	-3	9	11	1.9	-8	-1
> CC(C)Nc1nc(Cl)nc(NNC(=O)C(C)Oc2ccccc2)n1 (configuration not stated)
 : -6	-3	-2	7	1	-2	5	0.3	-7	3
> COCCN(C(=O)c1cc(Cl)ccn1)c1c(N)n(Cc2ccccc2)c(=O)[nH]c1=O
 : 0	-3	4	6	4	-2	6	0.6	1	2
> CC(C)CCOc1ccc(/C=C2\CCn3c2nc2cc(C(=O)O)ccc2c3=O)cc1
 : -4	2	0	-6	-7	1	12	-0.4	-5	1
> CCOC(=O)C1=C(CSc2nc3ccccc3s2)NC(=O)NC1c1cccc([N+](=O)[O-])c1 (configuration not stated)
 : 11	-10	-4	-5	3	-1	2	-1.4	3	2
> Nn1c(SCC(=O)NC2CCCCC2)nnc1-c1cc(-c2ccc(F)cc2)n[nH]1
 : -7	/	/	7	-2	1	2	/	3	0
> COc1ccc(C(=O)N2c3ccccc3C(=O)OC2c2ccc3c(c2)OCO3)cc1 (configuration not stated)
 : 7	-2	6	3	-4	2	4	-1.6	-5	3
> CCn1c(SCC(=O)NNC(=O)c2ccc(OC)cc2)nnc1-c1ccco1
 : -7	-4	2	0	3	-2	-2	-1.3	0	-5
> Cc1ccc(S(=O)(=O)N2CCOCC2)cc1C(=O)Nc1ccncc1
 : 0	-6	2	-2	0	2	-2	-0.3	3	-1
> O=C(NN1CCOCC1)c1cc(-c2ccc(Cl)c(Cl)c2)nc2ccccc12
 : 10	4	7	4	-3	0	0	-1.6	3	1

The listing continues.
Screens in order – TDP2 inh	HTRA1 inh	TCR CD3 inh	Rev-erbA mod	SIAE primary	PRMT1 inh	rCAG RNA binder	PG9 Ab binder	mABHD4 FP	LEDGF integ inh
> O=C(CCCC1=NS(=O)(=O)c2ccccc2N1)N1CCN(c2ccccc2)CC1
 : 5	-4	12	3	-3	-4	-2	-0.8	4	-1
> O=C(NCC1CCCO1)c1ccccc1 (configuration not stated)
 : 3	-11	3	-5	17*	-4	0	-0.9	-6	1
> O=C(CNC(=S)N(Cc1ccccc1F)C1CCCCC1)NC1CC1
 : 4	3	3	5	14	-3	-3	-2.3	2	0
> CC(C)(C)NC(=O)NC(=O)CN1CCN(c2ccccc2O)CC1
 : -14	13	5	-6	6	-1	1	1.3	7	0
> N#CCC(=N)N1CCN(c2cccc(Cl)c2)CC1
 : 4	-6	-1	1	2	-1	5	0.5	-4	3
> O=C(O)CCc1nn2cnc3sc4c(c3c2nc1=O)CCCC4
 : -3	-4	-4	-2	-9	-2	3	-1.3	4	4
> COc1ccc(CCNC(=O)Cc2ccc(NC3=NC4CS(=O)(=O)CC4S3)cc2)c(OC)c1 (configuration not stated)
 : 6	-4	-7	-3	9	5	1	0.5	7	-2
> O=C(CCNS(=O)(=O)c1ccc2c(c1)CCC(=O)N2)Nc1ccc(F)c(F)c1
 : 9	3	8	-6	5	-2	1	-0.3	2	-1
> CCC(CC)C(=O)c1c[nH]c(C(=O)NCCCN2CCOCC2)c1
 : 11	0	4	3	-2	-1	-3	-2.4	-2	2
> COc1ccc(Cl)cc1N(CC(=O)N1CCCC1)S(=O)(=O)c1ccc(C)cc1
 : -5	-1	-1	-7	0	0	0	0.7	-2	-3
> Cc1ccc(C(C(=O)NCC2CCCO2)N(C(=O)c2snc(C(N)=O)c2N)c2ccccc2)o1 (configuration not stated)
 : 4	-5	-2	1	8	3	-1	0.8	2	1
> O=C(Nc1ccc(N2CCOCC2)c(Cl)c1)c1cccc(-n2cnnc2)c1
 : 21	7	0	-2	-2	0	-4	1.9	7	-1
> Cc1cc(OCCn2ccnc2)cc(C)c1Cl
 : -12	-1	1	11	5	5	-6	1.4	3	1
> CN1CCOCCOCCOCCN(C)C1=S
 : -1	-11	-3	0	5	1	-2	-0.2	4	-3
> CC(C)c1noc2ncc(C(=O)c3cc(Cl)cc(Cl)c3O)cc12
 : 4	-4	2	3	1	-1	47*	1.0	-2	1
> O=C(COC(=O)c1ccco1)NC1CCCC1
 : 8	-4	3	-7	-5	0	-1	2.1	-1	1
> O=C(COC(=O)Cc1ccsc1)Nc1ccccc1Cl
 : 8	0	-5	8	10	1	-1	1.4	-2	1
> CCCCNC(=O)c1onc(CSc2cc(C)cc(C)c2)c1C(=O)NCCCC
 : -1	-55	5	-4	-9	1	0	0.3	2	1
> CCc1noc(C)c1C(=O)OCC(=O)NCc1ccccc1
 : 0	0	-6	10	3	0	-2	-0.8	4	-1
